Bioassay records (PubChem BioAssay)
Avidin fluor: compound fluoresces at 488/530 nm on avidin beads | AID 1775 | compound fluorescence 488/530 nm, flow cytometry; hits give high values | fluorescence (KMESF) at 10 µM | hit rate 0.38% among 220,000; in the data active = fluorescence above about 47; also: inactives centre near 10
Rac1 mut GTP: human Rac1 activated mutant GTP binding change | percent activity (GTP binding), % at 10 µM | hit rate 0.11% among 190,000 | P63000 | GST-Rac1 activated beads, fluorescent GTP binding, flow cytometry; actives lie on both sides; 100% means binding = to untreated wells;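 active = GTP binding at least 20 percentage points away from the 100% baseline, in either direction, so actives lie on both sides; inconclusive = Compound likely fluorescent itself, or too few beads counted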
HRas wt GTP: modulators of GTP binding to human HRas wildtype | hit rate 0.14% among 190,000 | P01112 | GTP binding activity, % at 10 µM | GST-Ras wt beads, Bodipy-FL-GTP binding, flow cytometry; actives lie on both sides;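 active = GTP binding activity at least 20% away from the 100% baseline, either lowered as inhibitor or raised as activator; inconclusive = flagged as likely green fluorescent, judged across all proteins in the well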;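 also: 0% = unlabeled GTP competition control and 100% = no-compound control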
Target sequence (P01112 whole entry, looked up): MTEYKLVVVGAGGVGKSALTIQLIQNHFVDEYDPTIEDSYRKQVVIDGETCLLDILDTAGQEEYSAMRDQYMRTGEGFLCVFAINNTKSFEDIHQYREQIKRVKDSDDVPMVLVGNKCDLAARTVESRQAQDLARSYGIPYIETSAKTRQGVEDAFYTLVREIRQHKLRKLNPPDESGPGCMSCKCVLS
Mcl-1 Bim block: disrupts Bim peptide binding to human Mcl-1. Q07820. Bead-based flow cytometry, Bim peptide-Mcl-1 binding. inhibition, % at 10 µM. hit rate 0.1% among 190,000. AID 1009; in the data active = inhibition above about 40%;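 also: 0% = no compound tracer wells and 100% = peptide blocker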
Target sequence (Q07820 whole entry, looked up): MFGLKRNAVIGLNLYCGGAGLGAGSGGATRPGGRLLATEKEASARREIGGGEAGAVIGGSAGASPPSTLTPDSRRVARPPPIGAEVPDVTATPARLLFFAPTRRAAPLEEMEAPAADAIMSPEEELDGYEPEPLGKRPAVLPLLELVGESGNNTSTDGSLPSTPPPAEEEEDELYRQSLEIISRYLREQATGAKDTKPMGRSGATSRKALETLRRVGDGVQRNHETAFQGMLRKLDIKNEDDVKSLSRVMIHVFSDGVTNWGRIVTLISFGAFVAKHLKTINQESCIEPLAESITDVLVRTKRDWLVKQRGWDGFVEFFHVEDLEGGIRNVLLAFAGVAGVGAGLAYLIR
Rab7 wt modul: alters GTP binding to wildtype dog Rab7; hit rate 0.055% among 190,000; GST-Rab7 beads, fluorescent GTP binding, flow cytometry; actives lie on both sides; untreated = 100%, excess cold GTP = 0%; GTP binding activity (percent of control), % at 10 µM;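 active = fluorescent GTP binding to Rab7 beads changed by at least 20 points from the 100% baseline, either direction, mostly lower; inconclusive = compound itself probably fluorescent, or too few beads counted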;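 also: median green fluorescence of bound Bodipy-FL-GTP per Rab7 bead population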
Pf gametocyte: P. falciparum stage V gametocyte viability inhibition | P. falciparum stage V gametocytes, ATP luminescence, 24 h | inhibition, % at 10.9 µM | hit rate 0.065% among 150,000;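 active = inhibition above the mean plus 3 SD of compounds within the control limits, set per campaign, cut at about 38% in these data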;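 also: 0% = DMSO wells and 100% = medium only without gametocytes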
Cdc42 wt: changes GTP binding to wildtype human Cdc42; P60953; GST-Cdc42 beads, Bodipy-GTP binding, flow cytometry; actives lie on both sides; percent activity (GTP binding), % at 10 µM; hit rate 0.2% among 190,000;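 active = percent activity GTP binding at least 20 points away from the 100% baseline, either down as inhibitor or up as activator; inconclusive = compound flagged as likely green fluorescent from well-wide comparison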;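 also: median bead fluorescence of bound Bodipy-FL-GTP at 100 nM; 0% = excess unlabeled GTP control and 100% = no compound control; below 100% means less GTP binding so inhibitor and above means activator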
Target sequence (P60953 whole entry, looked up): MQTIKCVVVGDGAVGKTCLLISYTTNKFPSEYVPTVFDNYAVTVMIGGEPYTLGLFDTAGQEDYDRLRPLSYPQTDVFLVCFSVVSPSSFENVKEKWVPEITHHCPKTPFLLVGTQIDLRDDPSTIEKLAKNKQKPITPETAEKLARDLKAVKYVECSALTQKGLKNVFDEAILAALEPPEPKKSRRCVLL
Mcl1-Bid inh: disrupts binding of human Mcl-1 to Bid peptide. hit rate 0.97% among 220,000. TR-FRET Mcl-1/Bid-Dy647 peptide binding, 1536-well. inhibition, % at 21.7 µM. Q07820;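 active = compounds that cut the binding signal by more than half at the single screening dose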;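 also: His-tagged Mcl-1 with europium anti-His antibody binding Bid BH3 peptide; 0% = Mcl-1 plus peptide wells and 100% = peptide-only wells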
Mcl1 Noxa PPI: disrupts binding of human Mcl-1 to Noxa peptide; hit rate 1.5% among 220,000; inhibition, % at 21.7 µM; TR-FRET Mcl-1/Noxa peptide binding, 2 h; Q07820;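 active = compounds that cut the protein-peptide binding signal by more than 50% relative to plate controls in a single-dose test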;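 also: His-tagged Mcl-1 with rhodamine Noxa BH3 peptide and terbium anti-His antibody; 0% = Mcl-1 plus Noxa peptide wells and 100% = peptide-only wells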
Rab2 wt GTP: changes GTP binding to wildtype dog Rab2A, up or down. P61105. GST-Rab2 wt beads, Bodipy-GTP binding, flow cytometry. GTP binding activity, % at 10 µM. hit rate 0.19% among 190,000;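 active = GTP binding activity at least 20 points away from 100%, either lowered or raised; inconclusive = signal likely due to the compound's own green fluorescence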;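 also: 0% = beads with excess unlabeled GTP and 100% = no-compound control corrected for plate trend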
Rac1 wt GTP bind: modulators of human Rac1 wildtype GTP binding; P63000; GST-Rac1 beads, fluorescent GTP binding, flow cytometry; actives lie on both sides; 0 = cold GTP competed, 100 = untreated; GTP binding activity (% of control), % at 10 µM; hit rate 0.27% among 190,000;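 active = GTP binding activity at least 20 points away from the 100% control level, either lower or higher; inconclusive = compound flagged as likely green fluorescent, judged across all proteins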
Active calls of the source: *; ? = inconclusive; / = not tested or not shown.

SMILES	Avidin fluor	Rac1 mut GTP	HRas wt GTP	Mcl-1 Bim block	Rab7 wt modul	Pf gametocyte	Cdc42 wt	Mcl1-Bid inh	Mcl1 Noxa PPI	Rab2 wt GTP	Rac1 wt GTP bind
CCOc1ccc(C(=O)N/N=C(/C)C2C(=O)c3ccccc3C2=O)cc1	4	?	?	4.0	?	2.1	?	-92.0	6.6	?	?
O=C(CSc1nnc(-c2ccccc2)n1Cc1ccco1)NCc1ccc2c(c1)OCO2	6	99.0	101.0	0.0	99.0	/	102.0	-32.8	26.2	102.0	100.0
COc1ccc(OC)c(C2NC(=S)NC3=C2N2CCC3CC2)c1 (centres undefined)	7	98.0	98.0	1.0	103.0	7.2	98.0	-66.6	14.9	98.0	101.0
O=c1[nH]cnc2scc(-c3cccs3)c12	30	98.0	96.0	-6.0	93.0	/	99.0	-6.6	1.8	95.0	99.0
CNS(=O)(=O)c1cccc(C(=O)OCC(=O)N(CCC#N)c2ccccc2)c1	26	95.0	101.0	0.0	105.0	-8.2	98.0	-13.7	-10.3	100.0	99.0
O=C(NCc1ccccn1)C1CCN(S(=O)(=O)c2cc(Cl)ccc2Cl)CC1	15	96.0	96.0	3.0	96.0	18.2	95.0	-16.0	1.7	97.0	98.0
CCc1onc(C)c1C(=O)Nc1ccc2c(c1)OCO2	6	96.0	99.0	-1.0	109.0	/	97.0	-15.7	-9.4	99.0	101.0
Cc1nnc(SCC2=C(C(=O)O)N3C(=O)C(NC(=O)Cn4nc(C(F)F)cc4C)C3SC2)s1 (centres undefined)	28	97.0	98.0	-3.0	99.0	-7.4	101.0	-47.6	18.4	99.0	98.0
CN(C)S(=O)(=O)c1cccc(NC(=O)COC(=O)c2ccc([N+](=O)[O-])o2)c1	2	103.0	102.0	-6.0	104.0	-10.5	100.0	-5.8	19.9	101.0	107.0
CCOc1ccc(CNc2ccc(CNc3ncn[nH]3)cc2)cc1	8	90.0	94.0	0.0	94.0	4.5	94.0	-44.5	6.1	93.0	92.0
O=C1C2C(C(=O)N1/N=C/c1cccc([N+](=O)[O-])c1)C1C=CC2C12CC2 (centres undefined)	3	99.0	100.0	-1.0	101.0	/	101.0	-2.9	19.4	99.0	100.0
Cc1ccc(C)c2c1[nH]c1ccc([N+](=O)[O-])cc12	8	98.0	104.0	0.0	99.0	/	104.0	4.7	19.5	104.0	108.0
N#Cc1c(-c2ccc3c(c2)OCO3)csc1N	2	95.0	94.0	-2.0	95.0	-26.0	100.0	-10.9	6.9	97.0	98.0
COc1ccc(/C(N)=N/OC(=O)CN(C)S(=O)(=O)c2ccc(C)cc2)cc1	10	95.0	98.0	-1.0	98.0	/	101.0	-16.7	27.2	97.0	100.0
O=C(O)c1ccc(N2CC3CC(C2)c2cccc(=O)n2C3)c(NS(=O)(=O)c2cccc(C(F)(F)F)c2)c1 (centres undefined)	6	97.0	97.0	-3.0	101.0	/	97.0	-69.7	7.6	97.0	98.0
CCOC(=O)c1ccc(S(=O)(=O)NNC(=O)c2ccc3c(c2)nc(C)n3CC)cc1	11	97.0	97.0	-2.0	95.0	/	97.0	-10.9	11.3	94.0	101.0
COCC(C)NC(C(=O)Nc1cccc(C(C)=O)c1)c1ccccc1 (centres undefined)	8	93.0	91.0	0.0	94.0	-24.7	98.0	-18.9	-1.1	96.0	92.0
Clc1ccc(-c2nc3ccccn3c2CN2CCCCC2)cc1	10	98.0	98.0	-2.0	103.0	-32.4	96.0	-7.2	10.1	99.0	96.0
COc1cc(NC(=O)Cc2ccccc2)cc(OC)c1	10	99.0	102.0	-1.0	99.0	4.8	104.0	-19.6	4.3	102.0	109.0
CC(C)n1nc(C(=O)OCC(=O)c2c[nH]c3ccccc23)c2ccccc2c1=O	/	101.0	101.0	0.0	101.0	/	101.0	-22.1	15.7	99.0	106.0
O=C(COC(=O)c1cnccn1)NCCc1ccccc1	4	101.0	102.0	-1.0	100.0	/	102.0	-27.5	-7.9	102.0	105.0
CCS(=O)(=O)c1ccc2c(c1)N(S(C)(=O)=O)CC(C(=O)NN)O2 (centres undefined)	10	94.0	95.0	0.0	93.0	26.8	95.0	-6.8	-0.5	97.0	97.0
CC(C)Cn1c(CN2CCN(c3ccccc3F)CC2)nc2c1c(=O)[nH]c(=O)n2C	21	102.0	101.0	-2.0	100.0	/	102.0	-11.2	-19.4	103.0	106.0
CN(C)C(=O)Cn1nc(-c2ccccc2)c2ccccc2c1=O	8	96.0	99.0	-3.0	99.0	/	97.0	4.4	6.0	98.0	100.0
NC(=O)c1ccc(Oc2ncc(C(F)(F)F)cc2Cl)cc1	10	92.0	96.0	0.0	103.0	-11.3	93.0	4.3	-9.0	97.0	99.0
O=C(CSC(=S)N1CCN(c2ccccc2)CC1)Nc1nc(-c2ccccc2)c(-c2ccccc2)o1	16	94.0	95.0	-4.0	96.0	-11.3	95.0	-21.4	20.4	90.0	97.0
CC(=O)Oc1ccc(C(=O)NCCc2ccccc2)cc1	28	98.0	98.0	-2.0	97.0	/	99.0	-9.3	12.3	97.0	101.0
CN(C(=S)Oc1ccc(C(=O)Nc2ccccc2)cc1)c1ccccc1	6	95.0	101.0	0.0	103.0	-21.0	102.0	-10.8	-8.3	97.0	103.0
COc1cc(C(=O)NC(=S)Nc2ccc3oc(=O)ccc3c2)cc(OC)c1OC	10	101.0	103.0	-2.0	100.0	/	106.0	9.2	-8.9	104.0	103.0
Cc1ccnc(NC(=O)C2CCCN(S(=O)(=O)c3cnc[nH]3)C2)c1 (centres undefined)	25	96.0	99.0	-7.0	103.0	/	98.0	-6.9	-0.5	99.0	101.0
CC(NC(=O)COC(=O)CCc1ccc(S(=O)(=O)N2CCOCC2)cc1)C1CC2CCC1C2 (centres undefined)	9	99.0	102.0	-7.0	103.0	-16.0	102.0	-1.3	17.5	101.0	105.0
Cc1cc(Nc2ccc(F)cc2Cl)n2nc(C)nc2n1	4	99.0	96.0	-4.0	94.0	/	102.0	-14.9	-2.2	98.0	103.0
Cc1cc(C)n(-c2ccc(C(=O)OCC(=O)Nc3ccc(S(=O)(=O)N4CCOCC4)cc3)cc2)n1	14	94.0	98.0	-2.0	93.0	-14.8	97.0	-1.6	1.8	95.0	94.0
CN(C(N)=S)c1ccccc1	13	96.0	97.0	-4.0	101.0	0.2	101.0	-27.9	11.2	97.0	100.0
CCOC(=O)C(NC(=O)CC(C)C)(Nc1sc(C)c(CC)c1C#N)C(F)(F)F (centres undefined)	6	102.0	103.0	-1.0	101.0	-6.0	104.0	-2.8	-1.5	100.0	108.0
COC(=O)c1sccc1NC(=O)c1ccc2c(c1)OCO2	34	98.0	100.0	0.0	99.0	/	101.0	13.3	3.7	99.0	103.0
O=C(CN1C(=O)C(=O)c2ccccc21)NCCc1ccccc1	10	98.0	95.0	-2.0	95.0	/	98.0	-2.6	4.5	95.0	101.0
C/C(=C\C(=O)c1c(O)cc(C)oc1=O)N(C)C	11	96.0	97.0	0.0	99.0	/	101.0	-31.2	-4.1	95.0	100.0
Cc1ccccc1Cn1cnc2ccccc21	10	89.0	89.0	2.0	98.0	2.2	86.0	7.9	-1.2	89.0	85.0
CCOC(=O)N1CCN(CCC(=O)Nc2cc(OC)ccc2OC)CC1	10	96.0	99.0	0.0	106.0	-13.9	96.0	-49.7	-3.1	101.0	99.0
O=C(C1CCN(S(=O)(=O)c2ccc(Br)s2)CC1)N1CCc2ccccc21	15	97.0	99.0	-4.0	101.0	/	101.0	-0.7	-5.4	99.0	105.0
O=C(CC12CC3CC(CC(C3)C1)C2)NC(Cc1ccccc1)C(=O)O (centres undefined)	11	93.0	95.0	0.0	97.0	7.8	94.0	3.7	7.2	95.0	93.0
CCCCCCn1c(N2CCC(C)CC2)nc2c1c(=O)[nH]c(=O)n2C	16	100.0	102.0	-1.0	104.0	/	101.0	-28.7	2.3	101.0	100.0
Cc1ccc(-c2noc(CCCOc3ccc(Cl)cc3Cl)n2)cc1	24	92.0	100.0	-2.0	96.0	-17.6	97.0	-11.1	-7.2	96.0	96.0
O=C(c1ccc(Cl)cc1)N(c1ccccn1)C1CCCCC1	12	92.0	96.0	-3.0	92.0	/	95.0	1.4	12.6	98.0	97.0
COc1ccc(N2C(=O)CC(Sc3nc4ccccc4s3)C2=O)cc1OC (centres undefined)	11	93.0	98.0	1.0	103.0	0.3	94.0	-40.0	5.7	96.0	95.0
COC(=O)C1=C(C)NC2=C(C(=O)CC(C)(C)C2)C1c1ccccn1 (centres undefined)	19	100.0	101.0	-3.0	100.0	-12.5	103.0	-21.9	-4.3	102.0	106.0
Cc1ccc(CNC(=O)c2ccc(OCC3CCCO3)cc2)cc1 (centres undefined)	15	98.0	99.0	-3.0	98.0	2.5	98.0	-14.4	13.4	99.0	105.0
CN(C)S(=O)(=O)N(CC(=O)Nc1ccc(F)c(F)c1)c1ccccc1	6	98.0	102.0	0.0	103.0	/	102.0	-30.9	11.3	100.0	108.0
Cc1ccc(S(=O)(=O)N2CCN(c3ccnc4cc(Cl)ccc34)CC2)cc1C	10	99.0	95.0	-2.0	97.0	-6.8	105.0	-23.6	8.5	94.0	102.0
Cc1ccc(C2C3=C(Nc4[nH]n(-c5ccccc5)c(=O)c42)c2ccccc2C3=O)cc1 (centres undefined)	15	93.0	95.0	-1.0	90.0	/	95.0	84.6*	69.0*	93.0	96.0
CC(=O)OCc1nc2ccccc2s1	34	93.0	98.0	-4.0	94.0	0.7	98.0	-14.3	8.1	95.0	97.0
Cc1ccc(OC(=S)Nc2ccccc2)c(C)c1	22	93.0	96.0	-4.0	95.0	-17.7	99.0	-29.4	1.7	95.0	102.0
CC(NC(=O)COC(=O)c1ccco1)c1ccccc1 (centres undefined)	16	101.0	103.0	-2.0	100.0	/	104.0	-39.8	-9.6	101.0	105.0
CN(C(=O)CSc1nnnn1-c1ccccc1)C1CCS(=O)(=O)C1 (centres undefined)	24	92.0	93.0	1.0	88.0	/	91.0	-3.9	-8.6	92.0	93.0
Cc1cccc(C(=O)Nc2cccc(OC(=O)c3cccc(C)c3)c2)c1	13	102.0	103.0	0.0	100.0	/	104.0	-23.8	5.5	98.0	111.0
